Bcl-xL primary: blocks human Bcl-xL binding to Bim BH3 peptide; Q07817; GST-Bcl-xL / FITC-Bim BH3 peptide fluorescence polarization; inhibition, % at 10.9 µM; 0.7% of 320,000 active;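 active means inhibition above the mean of all tested compounds plus 3 SD, cutoff set per campaign, cut at about 30% in these data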;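 further: 0% = DMSO wells and 100% = unlabeled Bim-BH3 peptide competitor; inhibitors lower millipolarization by displacing the labeled peptide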
Target sequence (Q07817 whole entry, looked up): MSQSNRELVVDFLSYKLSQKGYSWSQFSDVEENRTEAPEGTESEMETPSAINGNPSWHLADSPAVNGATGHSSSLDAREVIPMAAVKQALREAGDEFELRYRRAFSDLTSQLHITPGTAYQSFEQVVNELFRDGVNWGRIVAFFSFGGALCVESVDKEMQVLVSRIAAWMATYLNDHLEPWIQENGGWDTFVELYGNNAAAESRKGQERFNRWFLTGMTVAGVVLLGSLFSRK
MEX-5 binding: C. elegans MEX-5 TCR-2 RNA binding activity | activity score (negative = inhibition of binding), % at 10 µM | MEX-5/FITC-TCR2 RNA binding, fluorescence polarization; stronger effect = lower value | Q9XUB2 | 0.38% of 300,000 active | AID 1832;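 active means inhibition past about -25% in most replicates, and total fluorescence under double the plate's negative control median, limit read from the data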;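 further: 0% = DMSO and -100% = 5 µM competing unlabeled TCR2 RNA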
Efflux pump inh: inhibitors of Candida antifungal efflux pumps expressed in yeast | S. cerevisiae Candida pump triplex, Nile Red efflux | AID 485275 | 0.44% of 330,000 active | inhibition, % at 10 µM;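 active means plate passing quality check with inhibition over a set limit, or well fluorescence over plate mean plus 4 SD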;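 further: Nile Red retained in pooled yeast measured as flow cytometry median fluorescence; 0% = buffer negative control and 100% = Enniatin B positive control; higher means more Nile Red kept so more efflux inhibition; some compounds called inactive have numbers as strong as hits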
MCL1 BIM primary: MCL1-BIM-BH3 interaction inhibition (human) | Q07820 | GST-MCL1 / FITC-Bim-BH3 fluorescence polarization | inhibition, % at 10.9 µM | 0.68% of 320,000 active | AID 2057;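 active means inhibition above the mean inhibition of all tested compounds plus 3 SD, set per campaign, cut at about 40% in these data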;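 further: 0% = DMSO wells and 100% = unlabeled Bim-BH3 peptide control; higher means more loss of mP so more displacement of Bim peptide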
PME-1 primary: PME-1 (human) inhibition. inhibition, % at 5.9 µM. recombinant PME-1, FP-Rh probe fluorescence polarization. 0.53% of 320,000 active. AID 2130. Q9Y570;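 active means inhibition above the campaign mean of all compounds plus 3 SD, cut at about 26% in these data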;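 further: competitive labeling of PME-1 active site by serine hydrolase directed probe; 0% = PME-1 with DMSO and 100% = wells lacking PME-1 enzyme; inhibitors block probe labeling so polarization falls and inhibition rises; many of its hits are not listed in these tables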
Fam108B counter: Fam108B inhibition, counter-screen for RBBP9 inhibitors; recombinant Fam108B, FP-Rh probe fluorescence polarization; inhibition, % at 9.51 µM; 0.33% of 300,000 active; AID 1947;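 active means inhibition above the screen mean inhibition plus 3 SD, computed separately per campaign, cut at about 18% in these data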;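 further: inhibitors lower polarization as less probe binds the enzyme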
GLD-1 TGE inh: GLD-1-TGE RNA interaction inhibition (C. elegans); 0.44% of 320,000 active; purified GLD-1 + fluorescein TGE RNA, fluorescence polarization; AID 2280; inhibition, % at 5.96 µM;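 active means percent inhibition above a per-plate cutoff, the plate mean of test compounds plus 3 SD, cut at about 30% in these data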;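 further: 0% = DMSO wells with GLD-1 and probe and 100% = wells lacking GLD-1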
GRK2 inh: human GRK2 inhibition via aptamer displacement; inhibition of aptamer binding, % at 10 µM; AID 488847; P25098; 0.59% of 330,000 active; bead flow cytometry, FAM-aptamer displacement from GRK2;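 active means inhibition of aptamer binding above 40%, roughly 3 SD of noise, on plates passing a quality check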;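 further: median bead fluorescence of bound FAM aptamer so fluorescent compounds give negative values; no value below 0 was filed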
Target sequence (P25098 whole entry, looked up): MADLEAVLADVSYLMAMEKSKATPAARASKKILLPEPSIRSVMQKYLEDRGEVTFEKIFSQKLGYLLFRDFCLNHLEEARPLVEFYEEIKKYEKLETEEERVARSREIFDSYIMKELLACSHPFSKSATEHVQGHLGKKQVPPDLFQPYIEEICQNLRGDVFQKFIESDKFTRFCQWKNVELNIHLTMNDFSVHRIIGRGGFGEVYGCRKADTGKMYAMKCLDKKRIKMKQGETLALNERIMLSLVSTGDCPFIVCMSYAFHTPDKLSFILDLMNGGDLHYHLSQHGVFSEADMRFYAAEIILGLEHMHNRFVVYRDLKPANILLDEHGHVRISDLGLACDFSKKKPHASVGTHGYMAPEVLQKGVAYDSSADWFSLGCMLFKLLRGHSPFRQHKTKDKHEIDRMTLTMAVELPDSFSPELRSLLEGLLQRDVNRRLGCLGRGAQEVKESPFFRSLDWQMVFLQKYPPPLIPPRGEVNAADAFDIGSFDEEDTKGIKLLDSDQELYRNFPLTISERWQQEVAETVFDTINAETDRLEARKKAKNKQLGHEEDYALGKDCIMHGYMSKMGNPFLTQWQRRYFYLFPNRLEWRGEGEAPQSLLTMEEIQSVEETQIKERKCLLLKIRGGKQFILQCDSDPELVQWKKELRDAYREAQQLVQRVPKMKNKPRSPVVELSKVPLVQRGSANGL
VLA-4 inh: inhibition in a human VLA-4 binding assay; P13612; VLA-4 expressing cells, ligand binding flow cytometry; inhibition, % (about 7 µM as worked out from the volumes in the protocol); 0.2% of 330,000 active; AID 2557; in the data active means inhibition above about 50%
* hit, by the source's call; nt = not tested or not shown. Some of the compounds tested (hit frequency here may not be typical).

1: CC(=O)c1cnc2cc(-c3ccc(C)cc3)nn2c1C
2: Cc1cc(C(=O)OCC(=O)N2CCOCC2)c2ccccc2n1
3: COCCSc1nnc(NC(=O)COc2ccc3c(c2)OCO3)s1
4: N#CC1=C2SCC(O)(c3ccccc3)N2C(=O)CC1c1cccs1 (stereo not given)
5: COc1cc(-c2cc(C(=O)Nc3ccc(O)cc3)c3ccccc3n2)cc(OC)c1OC
6: CCn1c(=O)n(CC(=O)N2CC(C)CC(C)C2)c(=O)c2ccccc21 (stereo not given)
7: COC(=O)Cn1c(=NC(=O)CSC(C)=O)sc2ccccc21
8: O=C(Nc1c2c(nn1-c1ccc([N+](=O)[O-])cc1)CS(=O)(=O)C2)C1CC1

Assay by compound,1,2,3,4,5,6,7,8
Bcl-xL primary,1,1,-4,36*,-13,-4,1,0
MEX-5 binding,1.8,-0.8,-2.2,nt,-1.3,-1.7,-2.7,2.8
Efflux pump inh,0.0,0.0,0.0,0.0,0.3,0.8,-0.1,0.1
MCL1 BIM primary,-5,4,-6,40,-15,-7,5,-4
PME-1 primary,-5,-6,-3,2,6,0,0,4
Fam108B counter,3,2,6,-1,-3,-3,-3,-3
GLD-1 TGE inh,4,-2,-2,20,-2,-2,4,-3
GRK2 inh,0,0,1,19,13,2,0,2
VLA-4 inh,-17,12,7,0,-4,6,1,11

The final 3 entries of the section above are carried over, then new ones follow:
6: CCn1c(=O)n(CC(=O)N2CC(C)CC(C)C2)c(=O)c2ccccc21 (stereo not given)
7: COC(=O)Cn1c(=NC(=O)CSC(C)=O)sc2ccccc21
8: O=C(Nc1c2c(nn1-c1ccc([N+](=O)[O-])cc1)CS(=O)(=O)C2)C1CC1
9: COc1ccc(-c2[nH]c(-c3ccc(C(=O)O)cc3)nc2-c2ccccc2)cc1
10: Cc1ccc(CNc2ccc3c(c2)nc(C)n3C)cc1
11: CCSc1nc2ccc(C)cc2cc1C#N
12: COc1cccc(CN(C)C(=O)c2sccc2-c2ccccc2)c1OC
13: CN(C)C(=O)c1ccccc1-c1ccccc1
14: CC(C)NC(=O)C1(c2ccccc2)CC1(Cl)Cl (stereo not given)
15: COc1ccccc1/C=C/C1NC(=O)NC(C)=C1C(=O)OC(C)C (stereo not given)
16: COc1ccc(NC(=S)NCCN2CCOCC2)cc1

Assay by compound,6,7,8,9,10,11,12,13,14,15,16
Bcl-xL primary,-4,1,0,11,4,-1,8,0,3,7,4
MEX-5 binding,-1.7,-2.7,2.8,-0.3,1.0,0.9,4.2,0.1,-0.9,-2.2,2.4
Efflux pump inh,0.8,-0.1,0.1,-0.1,-0.1,-0.2,0.0,-0.1,0.2,0.1,-0.1
MCL1 BIM primary,-7,5,-4,7,13,-2,-3,1,11,4,11
PME-1 primary,0,0,4,1,0,0,6,-3,8,8,1
Fam108B counter,-3,-3,-3,7,1,0,2,0,0,-2,1
GLD-1 TGE inh,-2,4,-3,5,8,6,4,1,2,7,1
GRK2 inh,2,0,2,1,1,3,0,1,2,5,1
VLA-4 inh,6,1,11,-5,0,4,6,-5,13,-3,1

17: O=C(Nc1cccnc1)C1(c2ccccc2)CCCC1
18: Cc1ccccc1CNC(=O)c1ccc2ccccc2n1
19: CCOC(=O)C1=C(C)Nc2ccccc2N=C1NC(=O)Cc1ccc(OC)cc1
20: CC(C)n1nc(C(=O)N2CCN(S(=O)(=O)c3cccs3)CC2)c2ccccc2c1=O
21: COc1cccc(CN(CC2CCCO2)S(=O)(=O)c2ccc(S(=O)(=O)N(C)C)cc2)c1 (stereo not given)
22: Cc1cccc(NC(=O)CN2C(=O)N/C(=C/c3cc(C)n(-c4ccncc4)c3C)C2=O)c1
23: COc1cccc(CNC(=O)C2CCCN(c3nn4c(=O)cc(C)nc4s3)C2)c1 (stereo not given)
24: C=CCN1CCN(C(c2ccccc2)c2nnnn2CCC(C)C)CC1 (stereo not given)

Assay by compound,17,18,19,20,21,22,23,24
Bcl-xL primary,-1,6,3,-1,3,0,4,3
MEX-5 binding,-0.5,1.1,0.3,2.2,2.2,2.1,nt,0.0
Efflux pump inh,0.0,0.1,0.0,0.0,-2.6,0.0,0.0,-0.1
MCL1 BIM primary,-2,5,3,-4,3,3,2,1
PME-1 primary,-7,-3,2,7,-2,-13,0,-7
Fam108B counter,-3,-1,4,0,-4,-11,0,4
GLD-1 TGE inh,-1,7,3,-3,6,0,3,3
GRK2 inh,0,0,2,1,1,9,4,1
VLA-4 inh,10,11,6,-4,4,20,2,8

25: COC(=O)[C@@H]1C[C@H]2CC[C@H](O)C[C@H]2N1Cc1ccc(N2CCN(C)CC2)cc1
26: CCOc1cc(C2CC(=O)NC3=C2C(=O)C(C(=O)OC)C(C)C3)cc(Br)c1O (stereo not given)
27: CCOc1ccccc1Nc1nc(N)nc(CN2CCCCC2C)n1 (stereo not given)
28: CCCCCCCCCCCCN1[C@@H](CC(=O)OC)c2cc(C(F)(F)F)ccc2S1(=O)=O
29: Cc1cc(/C=N/NC(=O)c2c(Br)cnn2C)c(C)n1-c1cccc(Br)c1
30: O=c1[nH]c(=O)c2nc3ccccc3nc2[nH]1
31: Cc1ccc(NC(=O)Cc2nc(CN(C)CC(=O)Nc3ccc(C)cc3)cs2)cc1
32: CC(C)CN(CC(C)C)C(=O)CCCC(=O)N(CC(C)C)CC(C)C

Assay by compound,25,26,27,28,29,30,31,32
Bcl-xL primary,-4,3,-2,8,0,33*,2,5
MEX-5 binding,-1.8,0.8,-4.1,-0.5,0.8,-8.5,nt,-0.3
Efflux pump inh,0.0,0.2,0.1,-0.1,-0.2,0.3,-0.1,0.0
MCL1 BIM primary,-5,21,1,5,8,40*,-6,6
PME-1 primary,4,-3,1,-1,5,-6,-5,-3
Fam108B counter,2,-3,1,3,6,-6,nt,-3
GLD-1 TGE inh,0,-4,-3,4,-1,49*,5,2
GRK2 inh,0,0,0,0,6,3,0,0
VLA-4 inh,-2,-1,-1,26,11,16,0,22

33: COc1ccc2ccn(C)c2c1
34: Fc1ccc(NC(=S)NC2CCCCC2)c(F)c1F
35: CSc1ccc(C(=O)C2CCCN(Cc3cccc4nccnc34)C2)cc1 (stereo not given)
36: C=CCn1c(SCC(=O)NC2CC2)nc2ccccc2c1=O
37: O=c1c(Cl)c(NCc2ccccc2Cl)cnn1C12CC3CC(CC(C3)C1)C2
38: COCCn1nnnc1C(c1cccs1)N1CCCC(C)C1 (stereo not given)
39: C=C1CCC2[C@](C)(CO[C@@H]3O[C@H](CO)[C@@H](O)[C@H](O)[C@H]3O)CCC[C@@]2(C)[C@@H]1CCC1=CCOC1=O (stereo not given in full)
40: CCN(CC(=O)NCc1ccc(Cl)cc1)C(=O)c1ccc2cc(OC)ccc2c1

Assay by compound,33,34,35,36,37,38,39,40
Bcl-xL primary,-2,6,0,7,7,3,-4,-1
MEX-5 binding,nt,0.9,0.4,nt,3.1,-2.2,nt,0.7
Efflux pump inh,0.1,0.0,0.0,-0.3,0.1,0.0,0.2,-0.1
MCL1 BIM primary,-5,11,-6,6,7,4,3,-9
PME-1 primary,0,-2,-11,-3,2,-4,1,4
Fam108B counter,nt,-1,0,nt,6,-1,0,-1
GLD-1 TGE inh,5,5,5,2,0,1,10,9
GRK2 inh,1,0,2,0,0,2,2,4
VLA-4 inh,6,2,-7,6,11,4,0,2

41: CCN(CC)S(=O)(=O)c1cccc(NC(=O)COC(=O)CCC(=O)c2ccc(F)cc2)c1
42: O=C(NCC(c1cccnc1)N1CCOCC1)NC1CCCCC1 (stereo not given)
43: CC(=O)/C=C(\C)NCCNc1c(F)c(F)c(CO)c(F)c1F
44: CCn1c(SCc2nc3ccccc3[nH]2)nnc1-c1ccc(OC)cc1
45: CCC/C(=N\NC(=O)Cc1csc(N2CCOCC2)n1)c1ccccc1
46: O=S(=O)(NC1CCN(Cc2ccccc2)CC1)c1ccc2ccccc2c1
47: COc1ccc(NC(=O)C(=O)N/N=C/c2cccnc2)c(OC)c1
48: COc1ccc(NC(=O)CCCn2nc(C)c3c(C)n(-c4ccccc4)nc3c2=O)cc1OC

Assay by compound,41,42,43,44,45,46,47,48
Bcl-xL primary,4,6,6,-8,-2,11,2,7
MEX-5 binding,1.5,-0.1,-5.4,-0.1,3.0,-1.0,0.0,-0.1
Efflux pump inh,0.4,0.1,0.0,-0.1,-0.1,-0.1,-0.1,0.1
MCL1 BIM primary,0,3,-5,-5,-4,9,2,13
PME-1 primary,0,-3,-3,6,6,0,-5,-5
Fam108B counter,-5,-1,6,-3,-3,0,-2,6
GLD-1 TGE inh,3,7,-1,6,-5,4,-1,7
GRK2 inh,0,0,5,2,0,0,3,0
VLA-4 inh,13,2,17,5,1,1,16,1

49: Cc1ccc(S(=O)(=O)/N=C2\C=C(Nc3cccc(C(=O)O)c3)C(=O)c3ccccc32)cc1
50: COCCNC(=O)Cn1cc(C(=O)c2cccs2)c2ccccc21
51: O=C(NCCc1ccccc1)C1CCCN(c2nc3ccccc3s2)C1 (stereo not given)
52: Cc1ccc(S(=O)(=O)N[C@@H](CC(C)C)C(=O)NCc2ccco2)cc1
53: COc1cccc(NC(=O)CN(C)C(=O)c2c(C)nn(-c3ccccc3)c2Cl)c1
54: CC(=O)c1cccc(OCC(O)CNCCc2ccc(Cl)cc2)c1 (stereo not given)
55: CCc1cc2c(=O)c(-c3nc4ccccc4n3C)c(C)oc2c(CN2CCN(C)CC2)c1O

Assay by compound,49,50,51,52,53,54,55
Bcl-xL primary,21,1,4,-6,5,2,2
MEX-5 binding,-11,1.2,0.4,-0.6,nt,-1.4,-1.6
Efflux pump inh,0.1,0.0,0.0,-0.1,0.1,0.0,0.0
MCL1 BIM primary,20,3,3,-2,5,-3,1
PME-1 primary,25,3,-2,-1,8,2,-3
Fam108B counter,50*,-2,1,-3,nt,0,0
GLD-1 TGE inh,-1,-4,5,6,2,2,3
GRK2 inh,3,0,3,0,0,0,1
VLA-4 inh,12,5,-8,-2,27,3,7

Assay outcomes from PubChem BioAssay.
